Screening data (PubChem)
p53null 32C tox = kills p53 null cells at the permissive temperature; Potency, µM (highest dose often 46.1 µM), for the others: at the highest dose activity change, negative = cytotoxicity, usual class: cytotoxic; 55,000 tested, 0.62% active; AID 903; H1299-neo p53 null cells, ATP luminescence, 24 h, 32C;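 note: potency is the fitted concentration of half-maximal effect; 0% = DMSO only and -100% = full killing by 100 µM tamoxifen; nearly all actives have a fitted effect of over 55% in size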
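H1299-neo (p53 null) cells, 600/well, treated 24 h at 32C with compound up to 46 uM; ATPlite luminescence viability, normalized to DMSO and 100 uM tamoxifen; AC50 by Hill fit.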
p53null 39C tox = p53 null cell cytotoxicity, nonpermissive temperature; Potency, µM (doses to about 46.1 µM), inactives show at the highest dose activity, negative = cell killing, actives largely listed as cytotoxic; H1299 p53-null (neo) cells, 39C, ATPlite viability, 24 h; AID 904; 55,000 tested, 0.97% active;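 note: potency is the fitted concentration of half-maximal effect; 0% = DMSO only and -100% = full killing by 100 µM tamoxifen; nearly all actives have a fitted effect of over 50% in size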
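Concentration-response (up to 46 uM) was run for 24 h at the nonpermissive 39C on H1299-p53A138V or H1299-neo cells. ATP content was measured with ATPlite luminescence. AC50 values were Hill-modeled after normalizing between DMSO and 100 uM tamoxifen killing.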
NTMT1 inh = NTMT1 methyltransferase inhibition | Q9BV86 | NTMT1 MTase-Glo SAH luminescence, purified enzyme | Potency, µM (titrated, usually from 114 µM), for the others: top-dose activity change, negative = inhibition, hits mostly inhibitors | 59,000 tested, 2.5% active;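 note: potency is the fitted concentration of half-maximal effect; plate controls were DMSO vehicle for no effect and no enzyme for full effect; nearly all actives have a fitted effect of over 65% in size; many of its hits are not listed in these tables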
Target sequence (Q9BV86 whole entry, looked up): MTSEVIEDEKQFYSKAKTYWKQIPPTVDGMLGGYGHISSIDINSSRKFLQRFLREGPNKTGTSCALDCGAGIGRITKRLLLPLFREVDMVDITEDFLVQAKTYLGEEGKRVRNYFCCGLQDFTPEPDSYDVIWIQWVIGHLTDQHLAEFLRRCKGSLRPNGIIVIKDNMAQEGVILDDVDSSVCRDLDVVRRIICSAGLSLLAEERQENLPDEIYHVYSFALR
GALK inh = GALK (human) enzyme inhibition; P51570; recombinant GALK, Kinase-Glo ATP luminescence, 1 h; Potency, µM (doses to about 57.5 µM), inactives show at the top dose activity, negative = inhibition, most hits filed as inhibitors; 44,000 tested, under 10 active; AID 1347072;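 note: plate controls were full GALK reaction for no effect and reaction lacking GALK for full effect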
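5 nM GALK; 35 uM ATP; 100 uM D-galactose; 20 mM HEPES pH 8.0, 5 mM MgCl2, 60 mM NaCl, 1 mM DTT, 0.01% BSA; 1 h RT; Kinase-Glo Plus luminescence.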
FH mod = Identification of activators of human fumarate hydratase by quantitative high-throughput screening; 54,000 tested, 0.22% active; AID 1347055, 2019; Potency, µM (titrated, usually from 79.9 µM), for the others: at the top dose activity change, negative = inhibition, actives largely listed as inhibitors; FH coupled MDH/diaphorase resazurin fluorescence, 15 min; Fumarate hydratase, mitochondrial (Homo sapiens), P07954; note: potency is the fitted concentration of half-maximal effect; % is set by controls: 0 for no effect and ±100 for the full control effect; the screen sought activators but most active calls are inhibition curves; nearly all actives have a fitted effect of over 45% in size
TSG101-PTAP inh = blocks PTAP binding to human TSG101, validation | Q99816 | Fluorescence polarization, FITC-PTAP peptide/Tsg101, 20 min | Potency, µM (series often up to 115 µM), inactives show at the highest dose activity change, negative = inhibition, actives largely listed as inhibitors | 44,000 tested, under 10 active; note: potency is the fitted concentration of half-maximal effect; 0% is about no effect
Target sequence (Q99816 whole entry, looked up): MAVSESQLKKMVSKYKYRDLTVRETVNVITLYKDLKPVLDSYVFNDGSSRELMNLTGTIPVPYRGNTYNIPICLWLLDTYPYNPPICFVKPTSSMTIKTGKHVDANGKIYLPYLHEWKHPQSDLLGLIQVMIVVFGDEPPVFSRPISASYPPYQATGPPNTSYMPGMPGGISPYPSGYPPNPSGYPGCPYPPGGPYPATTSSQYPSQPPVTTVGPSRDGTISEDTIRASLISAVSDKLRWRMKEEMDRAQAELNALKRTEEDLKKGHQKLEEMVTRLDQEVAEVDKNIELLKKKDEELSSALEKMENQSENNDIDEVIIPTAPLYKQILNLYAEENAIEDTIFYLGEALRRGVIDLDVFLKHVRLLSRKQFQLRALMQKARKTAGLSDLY
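Read-out is FITC fluorescence polarization. Compounds were added to Tsg101 binding domain (10 uM final), then FITC-PTAP peptide (50 nM final), 20 min at r.t. Total S+P intensity flags fluorescent compounds.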
B2AR arrestin ag = beta-arrestin recruitment by human beta2-adrenergic receptor ligands. HTLA Tango cells, beta-arrestin recruitment, luciferase luminescence, 18 h. Potency, µM (doses to about 46.1 µM), without a hit: at the highest dose activation, actives largely listed as activators. 44,000 tested, under 10 active. AID 1347077;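 note: potency is the fitted concentration of half-maximal effect; 0% = DMSO and full agonism = EC100 isoproterenol or metaproterenol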
Target sequence (P07550 whole entry, looked up): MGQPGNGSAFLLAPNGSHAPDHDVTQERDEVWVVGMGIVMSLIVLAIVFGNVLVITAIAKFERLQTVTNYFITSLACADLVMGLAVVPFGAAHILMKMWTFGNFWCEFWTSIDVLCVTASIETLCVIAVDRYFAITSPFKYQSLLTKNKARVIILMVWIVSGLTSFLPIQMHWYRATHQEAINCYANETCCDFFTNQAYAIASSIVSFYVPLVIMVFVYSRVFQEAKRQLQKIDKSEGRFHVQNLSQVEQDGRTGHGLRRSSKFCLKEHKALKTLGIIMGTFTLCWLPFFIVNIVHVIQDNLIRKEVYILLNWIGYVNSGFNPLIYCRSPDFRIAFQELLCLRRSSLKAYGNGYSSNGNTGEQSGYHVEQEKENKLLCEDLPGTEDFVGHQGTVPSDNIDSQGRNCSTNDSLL
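First, Tango cells carrying beta2-AR and beta-arrestin fusions received compound up to 46 microM. After 18 hr at 37 degrees C, luciferase substrate was added for 15 minutes, then luminescence gave %Activity for curve fitting.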
* marks the source's active call; other numbers are inactive results; [ ] = remark or other dose. Calls come from the whole dose curve; as a rule, active = well fitted curve in the direction sought with a large enough effect; inconclusive = small, poorly fitted or top-dose-only effect, or another doubt; inactive = no such curve, though single readings can be large; an effect the other way counts as inactive or inconclusive. Some of the compounds tested; count on the stated rates, not on these rows.

`COc1ccc(Cl)cc1N(C)C(=O)c1cc2c(=O)oc3ccc(C)cc3c2s1` gave p53null 32C tox -4%, p53null 39C tox 18%, NTMT1 inh -10%, GALK inh -1%, FH mod -23%, TSG101-PTAP inh -3% and B2AR arrestin ag 0%.
`COc1ccc(-n2nc(C(=O)N3CCCC(C)C3)c3c4ccccc4n(C)c3c2=O)cc1` (centres undefined) gave p53null 32C tox 4%, p53null 39C tox 9%, NTMT1 inh 8%, GALK inh -2%, FH mod -10%, TSG101-PTAP inh -5% and B2AR arrestin ag 9%.
`CCCOc1ccc(-c2nc3ccc(Br)cc3c(=O)o2)cc1` gave p53null 32C tox -3%, p53null 39C tox 21%, NTMT1 inh -16%, GALK inh 2%, FH mod -18%, TSG101-PTAP inh -1% and B2AR arrestin ag 0%.
Screening COc1ccc(CNC(=O)c2oc3c(c2C)-c2nn(Cc4ccccc4Cl)cc2CC3)cc1 returned p53null 32C tox -5%, p53null 39C tox 2%, NTMT1 inh -1%, GALK inh 1%, FH mod -16%, TSG101-PTAP inh -7% and B2AR arrestin ag 0%.
For Cc1ccccc1CN1CCCN(CC(=O)Nc2ccc(F)cc2)S1(=O)=O the results were p53null 32C tox -2%, p53null 39C tox -1%, NTMT1 inh 9%, GALK inh 3%, FH mod -9%, TSG101-PTAP inh 1% and B2AR arrestin ag 4%.
For O=C(COc1ccccc1F)OCc1cc(=O)n2nc(C3CCCCC3)sc2n1 the results were p53null 32C tox 2%, p53null 39C tox -20%, NTMT1 inh 4%, GALK inh 0%, FH mod 3%, TSG101-PTAP inh -1% and B2AR arrestin ag 2%.
Screening COC(=O)c1cc2oc3ccccc3c2n1CC(=O)Nc1ccc(OC)c(OC)c1 returned p53null 32C tox -3%, p53null 39C tox -10%, GALK inh 0%, TSG101-PTAP inh 1% and B2AR arrestin ag -2%.
For CCOCCc1nn2c(=O)cc(COC(=O)c3cccc(C)c3)nc2s1 the results were p53null 32C tox -16%, p53null 39C tox -11%, NTMT1 inh -17%, GALK inh -3%, FH mod 5%, TSG101-PTAP inh -4% and B2AR arrestin ag 0%.
Screening COc1cc(NC(=O)Cn2c(=O)n(-c3ccccc3)c(=O)c3c4c(sc32)CCCC4)cc(OC)c1 returned p53null 32C tox 7%, p53null 39C tox -13%, NTMT1 inh 20%, GALK inh 5%, FH mod -3%, TSG101-PTAP inh 2% and B2AR arrestin ag 0%.
Screening CCOc1ccccc1NC(=O)Cc1coc2c(C)c(C)ccc12 returned p53null 32C tox 26%, p53null 39C tox 41%[activator], NTMT1 inh 11%, GALK inh 0%, FH mod -17%, TSG101-PTAP inh -11% and B2AR arrestin ag 0%.
`CCOC(=O)CSc1nc2cc3c(cc2c(=O)n1CCCCCC(=O)NCc1ccc2c(c1)OCO2)OCO3` gave p53null 32C tox 4%, p53null 39C tox 2%, NTMT1 inh -3%, GALK inh -2%, FH mod 4%, TSG101-PTAP inh -6% and B2AR arrestin ag -2%.
O=C(O)CCn1cnc2onc(-c3ccccc3Cl)c2c1=O was read as p53null 32C tox -4%, p53null 39C tox 25%, NTMT1 inh 2%, GALK inh -4%, FH mod 8%, TSG101-PTAP inh -6% and B2AR arrestin ag -1%.
CCCC(=O)Nc1nnc(S(=O)(=O)N2CCCCCC2)s1 was read as p53null 32C tox -14%, p53null 39C tox -9%, NTMT1 inh 4%, GALK inh 2%, FH mod 2%, TSG101-PTAP inh 2% and B2AR arrestin ag 3%.
`COc1cc2c(=O)c(S(=O)(=O)c3ccc(F)cc3)cn(Cc3ccccc3C)c2cc1OC` gave p53null 32C tox 7%, p53null 39C tox 7%, NTMT1 inh 0%, GALK inh 0%, FH mod -17%, TSG101-PTAP inh 1% and B2AR arrestin ag 0%.
For Cc1ccccc1Nc1c(-c2ccc(O)cc2)nc2c(C)cccn12 the results were p53null 32C tox 7%, p53null 39C tox -3%, NTMT1 inh 0%, GALK inh 1%, FH mod inconclusive, TSG101-PTAP inh -3% and B2AR arrestin ag -2%.
`O=C(O)c1cc(NC2(c3ccccc3)C(=O)c3ccccc3C2=O)ccc1Cl` gave p53null 32C tox -2%, p53null 39C tox -9%, NTMT1 inh -2%, GALK inh -2%, FH mod -8%, TSG101-PTAP inh 0% and B2AR arrestin ag -1%.
For COc1ccccc1NC(=O)CCn1cnc2ccccc2c1=O the results were p53null 32C tox 9%, p53null 39C tox 2%, NTMT1 inh 7%, GALK inh 3%, FH mod -6%, TSG101-PTAP inh -6% and B2AR arrestin ag 0%.
`COc1ccc(-c2ccc(=O)n(CC(=O)Nc3ccc(OC)c(OC)c3)n2)cc1` gave p53null 32C tox 4%, p53null 39C tox 10%, NTMT1 inh -15%, GALK inh -1%, FH mod -8%, TSG101-PTAP inh 2% and B2AR arrestin ag 0%.
Screening CCOc1ccc(NC(=O)Cc2c[nH]c3ccccc23)cc1 returned p53null 32C tox 1%, p53null 39C tox 7%, NTMT1 inh -6%, GALK inh 3%, FH mod -13%, TSG101-PTAP inh -3% and B2AR arrestin ag 1%.
Cc1ccc(Cl)cc1NC(=O)C1CCN(c2nnc(C)c3c(C)n(-c4ccccc4)nc23)CC1 was read as p53null 32C tox inconclusive, p53null 39C tox 13µM*, NTMT1 inh -28%, GALK inh 3%, FH mod 1%, TSG101-PTAP inh 1% and B2AR arrestin ag 1%.
Cc1cccc(C(=O)Nc2nc(-c3nnn(-c4cc(C)ccc4C)c3C)ns2)c1 was read as p53null 32C tox 40%[activator], p53null 39C tox 0%, NTMT1 inh 17%, GALK inh -1%, FH mod 2%, TSG101-PTAP inh 0% and B2AR arrestin ag 0%.
For COc1cccc(Cn2c(NCc3ccc(C)cc3)nc3c2c(=O)n(C)c(=O)n3C)c1 the results were p53null 32C tox -6%, p53null 39C tox -18%, NTMT1 inh -1%, GALK inh 7%, FH mod -6%, TSG101-PTAP inh -6% and B2AR arrestin ag 1%.
For O=C(CC1C(=O)OCCN1Cc1ccccc1)Nc1cccc(Cl)c1 (centres undefined) the results were NTMT1 inh 1%, GALK inh -2%, FH mod 3%, TSG101-PTAP inh -6% and B2AR arrestin ag 1%.
Screening Cc1cc(NC(=O)c2cc(-c3cccc(Cl)c3)on2)nn1Cc1ccc(Cl)cc1 returned p53null 32C tox -2%, p53null 39C tox -17%, NTMT1 inh -2%, GALK inh 3%, FH mod -5%, TSG101-PTAP inh -1% and B2AR arrestin ag -2%.
Screening CCc1cccc(C)c1NC(=O)CN1C(=O)C2(SCC(=O)N2c2cc(C)cc(C)c2)c2ccccc21 (centres undefined) returned p53null 32C tox 22%, p53null 39C tox 9%, NTMT1 inh 6%, GALK inh 1%, FH mod inconclusive, TSG101-PTAP inh -4% and B2AR arrestin ag 2%.
CCc1ccc(-c2cc(C)no2)cc1S(=O)(=O)Nc1ccc(Cl)cn1 was read as p53null 32C tox -6%, p53null 39C tox -6%, NTMT1 inh 0%, GALK inh -2%, FH mod -9%, TSG101-PTAP inh -2% and B2AR arrestin ag -1%.
Screening COc1cccc(N2CCN(C(=O)C3CCN(S(=O)(=O)c4c(C)noc4/C=C/c4ccccc4F)CC3)CC2)c1 returned p53null 32C tox -3%, p53null 39C tox 0%, NTMT1 inh 1%, GALK inh 1%, FH mod -15%, TSG101-PTAP inh -3% and B2AR arrestin ag 2%.
Screening CCOc1ccc(NC(=O)Cn2c(=O)n(CCCS(=O)(=O)C3CCCCC3)c(=O)c3ccccc32)cc1 returned p53null 32C tox -9%, p53null 39C tox -14%, NTMT1 inh -1%, GALK inh 2%, FH mod -8%, TSG101-PTAP inh 1% and B2AR arrestin ag -1%.
`Cc1cccc(CNC(=O)c2oc3c(c2C)-c2nn(Cc4cccc(Cl)c4)cc2CC3)c1` gave p53null 32C tox 5%, p53null 39C tox -17%, NTMT1 inh -42%, GALK inh 5%, FH mod -34%, TSG101-PTAP inh 0% and B2AR arrestin ag 4%.
Screening O=C(CCSCc1ccccc1F)N1CCN(c2ccc(Cl)cc2)CC1 returned p53null 32C tox -12%, p53null 39C tox 18%, NTMT1 inh 9%, GALK inh -1%, FH mod -16%, TSG101-PTAP inh -3% and B2AR arrestin ag 0%.
Cc1c(CNC2CCCCC2)c(C(=O)O)c(C)n1Cc1c(F)cccc1Cl was read as p53null 32C tox -2%, p53null 39C tox -12%, NTMT1 inh 10%, GALK inh -11%, FH mod 6%, TSG101-PTAP inh 2% and B2AR arrestin ag -1%.
COc1ccc(NC(=O)CSc2nnc(-c3cccs3)o2)cc1 was read as p53null 32C tox -14%, p53null 39C tox 11%, NTMT1 inh -3%, GALK inh 0%, FH mod -5%, TSG101-PTAP inh -9% and B2AR arrestin ag -3%.
`CCc1ccc(NC(=O)C(=O)NCCc2sc(-c3ccc(C)cc3)nc2C)cc1` gave p53null 32C tox -4%, p53null 39C tox inconclusive, NTMT1 inh 6%, GALK inh 2%, FH mod 0%, TSG101-PTAP inh -2% and B2AR arrestin ag 0%.
`COc1ccccc1N1CCN(S(=O)(=O)c2c(C)nc3sccn3c2=O)CC1` gave p53null 32C tox -5%, p53null 39C tox -29%, NTMT1 inh 11%, GALK inh 0%, FH mod 5%, TSG101-PTAP inh -5% and B2AR arrestin ag -1%.
Screening Cc1cc(C)c2nc(NC(=O)c3ccc(S(=O)(=O)N4CCCC4)cc3)sc2c1 returned p53null 32C tox -6%, p53null 39C tox -5%, NTMT1 inh 0%, GALK inh 0%, FH mod 8%, TSG101-PTAP inh 0% and B2AR arrestin ag -1%.
For COc1cccc(NC(=O)Nc2cc(-c3cn4cccnc4n3)ccc2C)c1 the results were p53null 32C tox -10%, p53null 39C tox inconclusive, NTMT1 inh inconclusive, GALK inh 0%, FH mod 4%, TSG101-PTAP inh 0% and B2AR arrestin ag -2%.
Screening O=c1n(Cc2ccc(F)cc2)c2ccccc2c2nc(-c3ccccc3)nn12 returned p53null 32C tox inconclusive, p53null 39C tox -19%, NTMT1 inh -5%, GALK inh 1%, FH mod 10%, TSG101-PTAP inh -1% and B2AR arrestin ag -1%.

Some of these compounds in order of SMILES length, smallest number first.
CCCC(=O)Nc1nnc(S(=O)(=O)N2CCCCCC2)s1 was read as p53null 32C tox -14%, p53null 39C tox -9%, NTMT1 inh 4%, GALK inh 2%, FH mod 2%, TSG101-PTAP inh 2% and B2AR arrestin ag 3%.
Screening O=C(CCSCc1ccccc1F)N1CCN(c2ccc(Cl)cc2)CC1 returned p53null 32C tox -12%, p53null 39C tox 18%, NTMT1 inh 9%, GALK inh -1%, FH mod -16%, TSG101-PTAP inh -3% and B2AR arrestin ag 0%.
Screening COc1cc(NC(=O)Cn2c(=O)n(-c3ccccc3)c(=O)c3c4c(sc32)CCCC4)cc(OC)c1 returned p53null 32C tox 7%, p53null 39C tox -13%, NTMT1 inh 20%, GALK inh 5%, FH mod -3%, TSG101-PTAP inh 2% and B2AR arrestin ag 0%.
